# MITF inh: blocks human microphthalmia-associated transcription factor; O75030; AlphaScreen MITF homodimerization, bead proximity signal; inhibition, % at 2.6 µM; hit rate 0.91% among 650,000; AID 1259374; in the data active = inhibition above about 50%;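 also: 0% = vehicle wells with protein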
# Target sequence (O75030 whole entry, looked up): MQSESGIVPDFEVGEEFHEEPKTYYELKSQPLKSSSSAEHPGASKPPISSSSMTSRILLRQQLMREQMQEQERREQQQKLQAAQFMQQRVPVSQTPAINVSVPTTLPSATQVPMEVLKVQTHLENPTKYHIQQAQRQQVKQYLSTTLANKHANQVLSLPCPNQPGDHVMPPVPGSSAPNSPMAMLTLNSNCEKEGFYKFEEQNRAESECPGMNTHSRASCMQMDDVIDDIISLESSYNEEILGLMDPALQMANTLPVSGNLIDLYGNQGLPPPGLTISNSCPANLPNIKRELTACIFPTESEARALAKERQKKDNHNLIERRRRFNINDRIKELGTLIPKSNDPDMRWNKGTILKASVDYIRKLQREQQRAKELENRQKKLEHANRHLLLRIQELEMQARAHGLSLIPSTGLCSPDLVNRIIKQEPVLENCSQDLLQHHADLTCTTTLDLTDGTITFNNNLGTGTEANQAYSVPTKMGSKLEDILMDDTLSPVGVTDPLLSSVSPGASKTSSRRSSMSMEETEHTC
# GPR151 ag: activators of human GPR151 | Q8TDV0 | PathHunter beta-arrestin GPR151 cells, luminescence | activation, % at 11.2 µM | hit rate 1% among 650,000; in the data active = activation above about 4.9%;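 also: 0% = median of compound wells and 100% = cells with positive control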
# Target sequence (Q8TDV0 whole entry, looked up): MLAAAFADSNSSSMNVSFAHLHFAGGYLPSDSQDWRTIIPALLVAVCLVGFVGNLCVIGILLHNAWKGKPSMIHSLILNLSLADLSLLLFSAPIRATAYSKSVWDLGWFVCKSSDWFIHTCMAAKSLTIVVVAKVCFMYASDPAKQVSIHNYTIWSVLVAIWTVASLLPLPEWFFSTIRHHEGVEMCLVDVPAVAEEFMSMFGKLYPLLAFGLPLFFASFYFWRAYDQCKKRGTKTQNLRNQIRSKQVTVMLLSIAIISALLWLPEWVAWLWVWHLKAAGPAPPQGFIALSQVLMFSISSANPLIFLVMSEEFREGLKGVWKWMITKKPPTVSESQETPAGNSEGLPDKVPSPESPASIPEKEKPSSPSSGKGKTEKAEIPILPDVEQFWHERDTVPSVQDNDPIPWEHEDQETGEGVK
# TEAD-YAP block: TEAD-YAP interaction inhibition; HEK-TIYL cells, TEAD-Gal4/YAP UAS-luciferase luminescence; inhibition, % at 9.12 µM; hit rate 1.4% among 640,000; AID 1259422; in the data active = inhibition above about 32%;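 also: 0% = median of test compound wells and 100% = reference inhibitor wells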
# FBW7 activator: activators of human E3 ligase FBW7. Q969H0. AlphaScreen FBW7–phospho-cyclin E peptide binding, activator screen. normalized activity (activation), % at 26.1 µM. hit rate 0.13% among 650,000; in the data active = normalized activity above about 1.9%;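 also: purified mutant Fbw7 with reduced substrate affinity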
# Numbers without * were called inactive; . = no result given.
SMILES,MITF inh,GPR151 ag,TEAD-YAP block,FBW7 activator
COCCCN1C(=O)C(=O)/C(=C(\O)c2ccc(C)cc2)C1c1cccc(OC)c1 (stereo not given),2,-1.2,4,0.0
Cc1ccc(COc2ccc(/C=C3\SC(=O)NC3=O)cc2)cc1,4,-0.3,4,1.2
CCOC(=O)c1c(C)c(-c2ccccc2)n(CC(=O)N2CCN(CC)CC2)c1C,11,0.7,12,0.6
COc1cc(NC(=O)N2c3ccccc3Sc3ccccc32)c(OC)cc1Cl,13,0.9,2,-0.2
O=[N+]([O-])c1ccccc1S(=O)(=O)N1CCN(C2CC3CCC2C3)CC1 (stereo not given),42,0.5,-4,-0.1
CCOC(=O)C1=C(c2ccccc2)NC(=S)NC1c1cccc(OC)c1O (stereo not given),5,0.9,-1,-0.2
CN1C(C(=O)NCc2cccs2)=CC(c2cccs2)=NS1(=O)=O,1,3.7,-3,0.1
COc1ccc(CN2CCN(CC(C)(C)C)C(CCO)C2)cc1Cn1cccn1 (stereo not given),-5,-0.4,-5,-0.2
COc1ccccc1CC(=O)Nc1ccc([N+](=O)[O-])cc1O,12,1.0,11,-0.1
CC(N)=NCCCC[C@H](N)C(=O)O,-10,0.7,.,-0.1
CCOCCCn1c(SCC(N)=O)nc2ccccc2c1=O,3,1.6,14,0.0
CCCC(=O)NCc1ccccc1Cl,16,0.2,-9,1.1
CCc1ccc2oc(-c3ccc(NC(=O)c4cccnc4)cc3)nc2c1,-5,1.3,-38,-0.1
COc1cccc(NC(=O)C2C3C=CC4(O3)C2C(=O)N(Cc2ccccc2F)C4C(=O)NC2CCCCC2C)c1 (stereo not given),-5,-1.0,0,0.1
CC(C)(C)OC(=O)N/N=C/c1ccccc1I,5,-0.7,-25,0.2
CCCCn1c2nc3ccccc3nc2c2c(=N)oc(C)nc21,9,4.9,-10,0.2
O=[N+]([O-])c1ccccc1CN1CCC2(C=Cc3ccccc32)CC1,38,-1.3,-15,-0.1
O=c1c2ccccc2n2c(-c3ccsc3)nnc2n1Cc1ccccc1,5,-0.5,-2,0.3
COc1ccccc1Nc1c([N+](=O)[O-])c2nonc2c2nonc12,-1,-0.8,-4,-0.2
CCn1nnc2c(N3CCN(CC(=O)Nc4cc(C)cc(C)c4)CC3)ncnc21,8,0.8,4,0.8
COc1ccc(-c2[nH]nc3c2C2(C(=O)Nc4ccccc42)C(C#N)=C(N)O3)cc1OC (stereo not given),-14,-1.3,-12,-0.1
Cc1ccc(C(=O)c2sc3nc(-c4ccccc4)cc(-c4ccccc4Cl)c3c2N)cc1,4,2.9,0,0.0
CCOc1ccc(C2c3c(-c4ccccc4O)n[nH]c3C(=O)N2CCCO)cc1OCC (stereo not given),9,0.9,-1,-0.1
O=C(CCN1C(=O)c2cccnc2C1=O)NC1CCCC1,21,-0.5,-8,-0.2

# Some entries already given, limited to FBW7 activator and TEAD-YAP block:
structure,FBW7 activator,TEAD-YAP block
COc1ccccc1Nc1c([N+](=O)[O-])c2nonc2c2nonc12,-0.2,-4
CCn1nnc2c(N3CCN(CC(=O)Nc4cc(C)cc(C)c4)CC3)ncnc21,0.8,4
COc1ccc(-c2[nH]nc3c2C2(C(=O)Nc4ccccc42)C(C#N)=C(N)O3)cc1OC (stereo not given),-0.1,-12
Cc1ccc(C(=O)c2sc3nc(-c4ccccc4)cc(-c4ccccc4Cl)c3c2N)cc1,0.0,0

# (list continues)
SMILES,MITF inh,GPR151 ag,TEAD-YAP block,FBW7 activator
O=C(Nc1ccccc1Cl)N(CCO)Cc1cc2cc3c(cc2[nH]c1=O)OCCO3,5,1.3,10,-0.1
O=C(Cn1ncc2c1-c1ccccc1OC2)N1CCN(c2ccc(F)cc2)CC1,-15,0.4,10,-0.1
COc1ccc(NC(=O)CC2C(=O)N(CCc3ccccc3)C(=S)N2CCc2ccc(OC)c(OC)c2)cc1 (stereo not given),3,-0.5,1,0.3
CCCNC(=O)c1ccnc(Nc2cnccn2)c1,14,-1.5,0,0.5
O=C(CSc1nc2ccccc2c(=O)n1Nc1ccnc2cc(Cl)ccc12)c1ccccc1,-11,-0.3,2,-0.1
O=C(COC(=O)CNC(=O)c1ccc([N+](=O)[O-])o1)Nc1ncc(Cl)cc1Cl,3,-0.5,15,-0.1
CCOC(=O)CCn1c(=S)oc2ccccc21,0,0.5,2,0.9
O=C(CNC(=O)c1ccco1)OCC(=O)N1CCCCCC1,14,0.1,-2,0.2

# A few values from the list:
# MITF inh result of COc1cccc(NC(=O)C2C3C=CC4(O3)C2C(=O)N(Cc2ccccc2F)C4C(=O)NC2CCCCC2C)c1 (stereo not given) : -5
# MITF inh result of O=C(CCN1C(=O)c2cccnc2C1=O)NC1CCCC1 : 21
# GPR151 ag result of COc1ccc(NC(=O)CC2C(=O)N(CCc3ccccc3)C(=S)N2CCc2ccc(OC)c(OC)c2)cc1 (stereo not given) : -0.5

# More structures follow:
SMILES,MITF inh,GPR151 ag,TEAD-YAP block,FBW7 activator
CC(=O)N1CCC[C@H]1Cn1nc(-c2ccc3c(c2)OCCO3)ccc1=O,-2,0.4,-3,0.1
O=C(CC1C(=O)NCCN1Cc1ccc(F)c(F)c1)NCCc1ccccc1F (stereo not given),-6,2.3,-5,0.0
CCOc1cc(/C=N/n2cnnc2)ccc1OCCOCCOc1ccccc1,-2,0.2,2,0.0
O=c1c2cnn(-c3ccccc3)c2nnn1Cc1ccccc1,19,0.1,1,0.3
Nc1cccc(Oc2ccc3c(c2)C(=O)N(c2cccc(N)c2)C3=O)c1,-1,2.6,-2,-0.2
C/C(CC(=O)Nc1ccc2c(c1)OCCO2)=N\NC(=O)CCc1ccccc1,-2,0.7,9,-0.2
COc1ccc(C(=O)Nc2ccc(C(=O)N3CCOCC3)cc2)cc1OC,12,-5.1,-8,0.2
Cc1cc(-c2nc3cc(NC(=O)c4cccc([N+](=O)[O-])c4C)ccc3o2)ccc1Br,-11,-1.3,-19,-0.3
O=C(CCc1ccccc1)NCC(c1cccs1)N1CCc2ccccc21 (stereo not given),10,0.5,-4,0.0
CCOCCCn1c(SCC(=O)Nc2cc(OC)ccc2OC)nc2ccccc2c1=O,-2,-0.4,-26,-0.1
CCOc1ccc(NC(=O)CC2Sc3ccccc3NC2=O)cc1 (stereo not given),2,0.6,4,-0.1
Cc1noc(C)c1CCC(=O)N1CCCC(c2nc3ccccc3c(=O)[nH]2)C1 (stereo not given),-5,0.3,-8,-0.1
CN(C)CCSc1nc(C2COc3ccc(C(=O)NCCN4CCOCC4)cc3C2)nc2ccc(-c3cn[nH]c3)cc12 (stereo not given),30,-2.0,16,0.7
COc1cc(N2C(=O)c3cccc([N+](=O)[O-])c3C2=O)c(OC)cc1Cl,12,-1.1,4,0.0
COc1ccc(NC(=O)C2CCN(S(=O)(=O)c3ccc(Cl)s3)CC2)c2ccccc12,-2,-0.7,-2,0.1
CN=c1scc(-c2cccc([N+](=O)[O-])c2)n1C,-13,2.5,12,0.0
Cc1ccc(NC(=O)/C=C\C(=O)O)cc1,-1,0.4,-3,0.0
CN1CCN(C(=O)c2cc(Nc3ccc4[nH]ncc4c3)ccn2)CC1,22,-0.1,0,0.2
COc1ccc(CC(=O)Nc2cccc(-c3ccc(N4CCOCC4)nn3)c2)cc1OC,-4,-6.7,34*,-0.4
COc1ccc(NC(=S)N(Cc2cccs2)C2CCCCC2)cc1Cl,-3,-0.2,-7,0.0
CC(=O)c1cccc(NC(=S)NC2CCCCC2)c1,-9,0.1,-9,-0.1
CCCc1cc(=O)oc2c(CN3CCCC3)c(O)ccc12,10,2.1,8,-0.1
O=C(NCCC1=CCCCC1)C1(c2cccs2)CCCC1,-1,2.2,-3,0.1
COc1cc2nc(SCC(=O)Nc3ccccc3C)n3nc(C)nc3c2cc1OC,15,0.0,-2,0.0
COc1cc(/C=C(/C#N)C(=O)Nc2ccc(O)cc2)cc(I)c1O,-7,0.3,50*,-0.1
CC(C)(C)c1ccc(/C=N/NC(=O)CNc2ccc(F)cc2)cc1,-2,0.3,6,0.0
CCCNC(=O)c1cc(C)nc2ccccc12,-4,-1.2,4,0.0
O=C1NCCC(NC(=O)C2COc3ccccc3O2)c2cc[nH]c21 (stereo not given),16,-0.7,-2,-0.1
O=C(CSc1nc2ccccc2[nH]1)N/N=C/c1ccc(C(=O)O)cc1,-5,-1.6,-5,0.1
CCOC(=O)N1CCN(CCC(=O)Nc2cccc(OC)c2)CC1,-1,2.8,2,-0.2
N#Cc1ccccc1NC(=O)c1cnc2sccn2c1=O,11,0.6,-40,0.1
COc1ccc(-c2noc(Cc3ccc(Cl)cc3)n2)cc1,-4,0.4,-15,0.4
CCCCNC(=O)CSc1nc2cc(OC)c(OC)cc2c(=O)n1Cc1ccc(Cl)cc1,7,-0.8,-9,0.5
Cc1cc(Cl)ccc1OCC(=O)Nc1ccccc1CO,14,-2.1,-22,0.6
Cc1ccc(N2C(=O)CC(SCC(N)C(=O)O)C2=O)cc1 (stereo not given),3,-0.1,1,-0.5
CCc1nnc(NC(=O)CSc2ccc(-c3ccc4c(c3)OCO4)nn2)s1,13,1.0,-3,0.1
OC1CCN(c2ccnc3c(-c4ccc5[nH]ccc5c4)cnn23)CC1,15,-1.2,-33,0.3
CCOC(=O)C1CCCN(c2oc(-c3ccc(OC)cc3)nc2C#N)C1 (stereo not given),23,1.2,0,0.0
S=C(NCc1cccs1)Nc1ccccc1,-5,-0.2,12,-0.1
CC1CN(CCNC(=O)CSc2ccccn2)Cc2ccccc2O1 (stereo not given),2,-0.6,3,0.2
O=C(COc1ccc(Cl)cc1Cl)Oc1cccc2ccccc12,-2,-0.2,-10,0.1
O=C(Nc1ccccn1)c1ccc(SC2CCCCC2)c([N+](=O)[O-])c1,22,0.1,-1,0.3
O=C(CN(c1ccc(F)cc1)S(=O)(=O)c1ccccc1)NCCc1ccccc1,-9,1.9,12,0.2
COc1ccccc1CNC(=O)CCNS(=O)(=O)c1ccc2c(c1)CCN2C(C)=O,4,0.3,5,-0.1
C=CCn1c(=O)c2c(nc3n2CCCN3c2ccc(CC)cc2)n(C)c1=O,3,7.4*,16,-0.1
CCCCCCSc1nc(C)cc(=O)[nH]1,-3,-0.7,-2,-0.2
COc1ccc(S(=O)(=O)Nc2ccc(NS(=O)(=O)c3ccc(OC)cc3)cc2)cc1,9,1.1,-2,0.9
COc1ccc2c(c1)CC(C(=O)Nc1ccc(-c3ccncc3)cc1OC1CCCN(C)C1)CO2 (stereo not given),-4,-1.8,-12,-0.1
Nc1ccccc1S(=O)(=O)NCc1cc(Cl)cc(Cl)c1,4,1.5,-4,0.6
N#Cc1ccc(OCC(O)CN2CCC(c3nc4ccccc4s3)CC2)cc1 (stereo not given),0,-1.1,-8,0.0
O=C(NC1CCCC1)C(c1cc2c(cc1[N+](=O)[O-])OCO2)N1CCCCC1 (stereo not given),2,2.3,-2,-0.1
O=C(NC1CC1)c1cn(C2CCCCC2)cc(C(=O)NC2Cc3ccccc3C2)c1=O,8,0.4,-7,0.6
Cc1oc2c3c(ccc2c(=O)c1-c1ccc2c(c1)OCCO2)OCCCO3,9,0.4,-38,0.5
Cc1cccc(N=C2NC(=O)/C(=C\c3cccnc3)S2)c1Cl,-1,3.7,8,-0.2
CCOc1ccc(CN2CCNC(=O)C2CC(=O)NCC(C)(C)CO)cc1 (stereo not given),-4,0.6,-9,-0.2
COc1ccc(/C=C/C(=O)c2cccc(OC)c2)cc1,-1,-0.6,-16,-0.1

# Next entries
SMILES,MITF inh,GPR151 ag,TEAD-YAP block,FBW7 activator
CCOC(=O)c1c(NC(=O)c2ccc(Cl)c([N+](=O)[O-])c2)sc(C(=O)Nc2ccc(C)c(Cl)c2)c1C,12,2.2,2,0.3
Cc1csc(NC(=O)c2cc3c(s2)-c2ccccc2SC3)n1,-4,0.3,-50,0.1
C/C(CCC(=O)OC[C@H]1O[C@H](C#Cc2ccccc2)C=C[C@@H]1Oc1ccc(C)cc1)=N\OC[C@@H](O)COCc1ccco1,-10,1.3,.,-0.2
O=C1NC(=S)N2C(=O)CCC12 (stereo not given),6,-2.1,-1,0.0
CCOc1c(Br)cc(C=C2C(=O)N(C)C(=O)N(C)C2=O)cc1OC,2,3.2,-1,-0.8
Cc1nc2ccc(Br)cn2c1C(=O)NCC(C)(C)C,6,0.9,1,-0.4
COc1cc(Br)cc2c1OC1(C)CC2NC(=O)N1c1ccc(F)cc1 (stereo not given),0,1.9,12,0.0
CCN(CC)c1nc(NCCN2CCOCC2)nc(NCCN(C(C)C)C(C)C)n1,11,-0.7,4,0.3
CCCCOc1ccc(NC(=O)CN2CCN(CC)CC2)cc1,-3,1.4,11,0.1
FC(F)(F)c1cnc2nc3c(cc2c1)CN(CCc1ccccn1)CC3,12,-0.4,6,0.0
CN(C)CCNc1oc(COc2ccc(Br)cc2)nc1C#N,7,-1.3,9,0.6
COc1ccc(NS(=O)(=O)c2ccc(N3CC(O)=C(c4ccccc4)C3=N)cc2)cc1,-15,1.4,0,0.2
COCCNC(=O)c1cc(-c2ccc(OC)c(OC)c2)on1,32,0.1,-10,0.1
NS(=O)(=O)c1sccc1/C=N/O,16,-1.1,-1,0.5
NC(=O)c1cc(NC(=O)C2=NN(c3ccccc3)C(=O)CC2)cc(C(N)=O)c1,13,2.6,4,0.5
COc1ccc(OC)c(C2C=C(Nc3ccccc3)C(=O)N2c2ccccc2)c1 (stereo not given),-4,1.8,-9,-0.7

# Screens deposited in PubChem by The Scripps Research Institute Molecular Screening Center.
